Compound activity: PubChem, National Center for Advancing Translational Sciences (NCATS)
BRCA1 expr up: activators of BRCA1 expression | 380,000 compounds, 1.1% hits | Potency, µM (titrated, usually from 46.1 µM), for inactives: at the highest dose activation, hits mostly activators | MCF7-BRCA1-FFLuc reporter, luminescence, 48 h; response scale: scaled: vehicle 0%, 10 µM genistein 100%; also: nearly all actives have a fitted effect of over 80% in size; some results filed as inactive show a strong effect at the top dose
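Compounds are tested at multiple concentrations on MCF7 BRCA1-luciferase reporter cells seeded at 2000 per well; after 48 h, a single luminescence end-point is taken and curves fitted to the normalized data.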
Rab9 prom act: Rab9 promoter activation; 320,000 compounds, 2.8% hits; Huh7 Rab9 promoter-luciferase reporter, luminescence, 24 h; Potency, µM (highest dose often 9.22 µM), without a hit: top-dose activation, negative = inhibition, usual class: activators; also: % of control where 0% means no effect; nearly all actives have a fitted effect of over 60% in size
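Huh7 reporter line, Rab9 promoter upstream of luciferase. Compound exposure 24 h at 37 °C in reduced-serum medium with 10% FBS. Read-out: luminescence.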
p53 reactivator: re-activators of mutant p53 | H1299 p53-A138V BP100-luciferase reporter, luminescence, 24 h | Potency, µM (series often up to 92.2 µM), for the others: at the top dose activity change, positive = activation, actives largely listed as activators | 320,000 compounds, 0.063% hits; also: % of control where 0% means no effect; nearly all actives have a fitted effect of over 45% in size
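p53-null H1299 cells stably carrying temperature-sensitive p53-A138V and a BP100-luciferase reporter were pinned with compounds (4-point, 1:5 series) and held 24 hrs at 37 deg C. Luminescence was read 10 min after detection reagent.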
ELG1 genotox: induces genotoxicity in HEK293T cells with luciferase-tagged ELG1; 330,000 compounds, 1.3% hits; HEK293T ELG1-luciferase reporter, luminescence, 16 h; Potency, µM (highest dose often 46 µM), for inactives: at the top dose activity change, positive = activation, hits mostly activators; also: % of control where 0% means no effect; nearly all actives have a fitted effect of over 60% in size
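Reporter readout depends on ELG1 protein level, which increases with genetic stress. After 16 hr compound exposure at 37 °C, luciferase activity was quantified using ONE-Glo.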
RORgamma inh: ROR gamma (mouse) transcription inhibition; 310,000 compounds, 5.4% hits; P51450; AID 2551; Potency, µM (series often up to 53.6 µM), inactives show top-dose activity change, negative = inhibition, actives largely listed as inhibitors; Drosophila S2 Gal4-RORgamma UAS-luciferase reporter, 20 h; also: % is scaled to controls: 0 for no effect and ±100 for the full control effect; nearly all actives have a fitted effect of over 60% in size
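ROR gamma transcriptional activity was tracked as Gal4-UAS luciferase output in stably transfected Drosophila Schneider cells, with compound added 1 hr before 700 uM copper sulfate induction and a 20 hr ambient-temperature incubation.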
VP16 counter: inhibits Gal4-VP16 luciferase reporter, ROR gamma counter-screen; Drosophila S2 Gal4-VP16 UAS-luciferase, luminescence, 20 h; Potency, µM (titrated, usually from 53.6 µM), without a hit: at the highest dose activity, negative = inhibition, hits mostly inhibitors; 310,000 compounds, 3.5% hits; AID 2546;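 also: Gal4-VP16 expression switched on by copper sulfate through the metallothionein promoter; % is scaled to controls: 0 for no effect and ±100 for the full control effect; nearly all actives have a fitted effect of over 50% in size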
MBNL1 CUG block: MBNL1-poly(CUG) RNA binding inhibition; TR-FRET MBNL1-His/biotin-(CUG)12 binding, 665/545 ratio; Potency, µM (series often up to 57.5 µM), for the others: top-dose activity change, negative = inhibition, actives largely listed as inhibitors; 280,000 compounds, 0.036% hits; active = well fitted inhibition curve with a large enough effect in the signal ratio, with a control signal flat, not every such curve was filed as active; inconclusive = small, poorly fitted or top-dose-only effect, or effect the other way, or a change in a side signal; inactive = no such curve, though single readings can be large or run the other way; the % refers to the signal ratio; also: % is scaled to controls: 0 for no effect and ±100 for the full control effect
Target sequence (Q9NR56 whole entry, looked up): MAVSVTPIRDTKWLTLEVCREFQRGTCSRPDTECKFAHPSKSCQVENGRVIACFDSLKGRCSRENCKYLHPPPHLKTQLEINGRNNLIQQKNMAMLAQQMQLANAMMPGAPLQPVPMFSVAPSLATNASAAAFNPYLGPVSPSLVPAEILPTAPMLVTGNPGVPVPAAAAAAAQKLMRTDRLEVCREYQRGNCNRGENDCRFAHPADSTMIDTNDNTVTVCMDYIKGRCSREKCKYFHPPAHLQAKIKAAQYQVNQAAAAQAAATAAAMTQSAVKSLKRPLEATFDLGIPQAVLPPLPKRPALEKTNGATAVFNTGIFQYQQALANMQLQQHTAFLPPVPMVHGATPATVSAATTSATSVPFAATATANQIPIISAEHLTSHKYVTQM
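TR-FRET readout: Ex 340 nm, 665/545 nm emission ratio, normalized to buffer-only (basal) and MBNL1-(CUG)12 controls. Complex of MBNL1-His with Biotin-(CUG)12, compounds 92 nM–58 uM, incubated 60 min at room temperature.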
NPC1 promoter act: NPC1 promoter activation | Huh7 NPC1 promoter luciferase reporter, 24 h | AID 485313 | Potency, µM (highest dose often 9.22 µM), without a hit: at the top dose activation, hits mostly activators | 320,000 compounds, 2.4% hits;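 also: % of control where 0% means no effect; nearly all actives have a fitted effect of over 60% in size; reporter is driven by a mutant NPC1 promoter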
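Compounds in DMSO were transferred onto Huh7 NPC1-luciferase reporter cells pre-incubated 2 h; after 24 h at 37 °C, Amplite reagent was dispensed and luminescence recorded 10 min later.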
uPA surface inh: cell surface uPA generation inhibition; cell surface uPA generation assay, qHTS; Potency, µM (highest dose often 38.3 µM), without a hit: at the top dose activity change, negative = inhibition, hits mostly inhibitors; 330,000 compounds, 0.31% hits; active = well fitted inhibition curve with a large enough effect; inconclusive = small, poorly fitted or top-dose-only effect; inactive = no such curve, though single readings can be large or run the other way; tested in mouse RAW 264.7 cells; also: % is scaled to controls: 0 for no effect and ±100 for the full control effect; nearly all actives have a fitted effect of over 55% in size
FLuc counter: counter-screen for miR-21 project: firefly luciferase inhibitors or activators; P08659; purified FLuc, Km substrates, luminescence inhibition; Potency, µM (doses to about 57.5 µM), for inactives: at the top dose activity change, negative = inhibition, usual class: inhibitors; 360,000 compounds, 6.9% hits;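 also: plate controls were vehicle for no effect and reference inhibitor for full effect; nearly all actives have a fitted effect of over 55% in size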
Target sequence (P08659 whole entry, looked up): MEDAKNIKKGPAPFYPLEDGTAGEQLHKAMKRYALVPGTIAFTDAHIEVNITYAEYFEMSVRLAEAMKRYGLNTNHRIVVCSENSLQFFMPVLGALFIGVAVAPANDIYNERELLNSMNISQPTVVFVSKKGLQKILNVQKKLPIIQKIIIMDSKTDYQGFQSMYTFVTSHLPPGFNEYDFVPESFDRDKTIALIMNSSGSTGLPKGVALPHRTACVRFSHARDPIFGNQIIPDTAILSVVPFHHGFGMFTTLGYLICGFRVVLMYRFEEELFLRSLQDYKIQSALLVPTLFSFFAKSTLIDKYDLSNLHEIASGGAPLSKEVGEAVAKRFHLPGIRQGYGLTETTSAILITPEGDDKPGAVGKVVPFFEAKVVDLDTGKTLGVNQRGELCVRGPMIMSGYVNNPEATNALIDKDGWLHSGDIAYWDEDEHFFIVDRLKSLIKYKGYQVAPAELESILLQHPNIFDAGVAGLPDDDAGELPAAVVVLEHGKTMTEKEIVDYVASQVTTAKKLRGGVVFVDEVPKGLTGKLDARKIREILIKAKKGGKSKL
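Biochemical qHTS of compounds, final roughly 60 µM downward over six points, against 10 nM purified firefly luciferase using Km concentrations of substrates (10 uM D-luciferin, 10 uM ATP) in Tris acetate pH 7.5 buffer; luminescence output.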
* hit, by the source's call; ? = inconclusive; · = no result given; [ ] = remark or other dose. Unless noted, calls follow the shape of the dose curve; as a rule, active = well fitted curve in the direction sought with a large enough effect; inconclusive = small, poorly fitted or top-dose-only effect, or another doubt; inactive = no such curve, though single readings can be large; an effect the other way counts as inactive or inconclusive. Potency is read from the fitted curve at half-maximal effect.

Values run as follows: BRCA1 expr up	Rab9 prom act	p53 reactivator	ELG1 genotox	RORgamma inh	VP16 counter	MBNL1 CUG block	NPC1 promoter act	uPA surface inh	FLuc counter
- Cc1[nH]nc2c1C(CCc1ccccc1)C(C#N)=C(N)O2 (stereo not given)
    -31%	-4%	-1%	-6%	-33%	-2%	4%	-4%	·	2%
- Cc1noc(C(=O)Nc2cccc(O)c2)c1Cl
    12%	26%	12%	17%	0%	8%	-7%	4%	0%	?
- CCOCCCNCC(=O)N1CCN(S(=O)(=O)c2ccc(C)cc2)CC1
    -20%	-6%	-8%	-9%	2%	-3%[0.365 µM]	-4%	1%	·	2%
- c1ccc(N=Nc2cn[nH]c2-c2ccco2)cc1
    -7%	-5%	6%	8%	25%	5%	17%	6%	0%	?
- O=C(CNc1cc(S(=O)(=O)N2CCOCC2)ccc1N1CCCC1)NCc1ccco1
    -1%	-3%	1%	-5%	16%	3%	-4%	-5%	-3%	0%
- Cc1ccn2c(=O)c(NC(=O)c3cccs3)c(C)nc2c1
    3%	-6%	18%	2%	·	·	·	-7%	2%	-7%
- CCN(C(=O)COC(=O)CN(C)S(=O)(=O)c1ccc(NC(C)=O)cc1)C1CCS(=O)(=O)C1 (stereo not given)
    -6%	-1%	-6%	3%	4%	1%	0%	-1%	13%	1%
- CN(C)C(=O)c1ccc(NC(=O)COc2cccc(Oc3ccccc3)c2)cc1
    -7%	4%	-5%	-1%	22%	-4%	-7%	1%	7%	-4%
- O=C(Nc1ccnn1C1CCN(C2CCCCC2)CC1)c1ccccc1
    9%	-2%	13%	0%	-17%	0%	-2%	1%	13%	1%
- CCc1ccc(/C=c2\s/c(=C\C(=O)C(C)(C)C)[nH]c2=O)cc1
    -52%	-4%	0%	-13%	?	?	?	12%	-3%	?
- Cc1onc(-c2ccccc2Cl)c1C(=O)NCc1cccs1
    9%	-1%	4%	3%	32%	1%	-10%	-4%	-2%	3%
- COc1ccc(N2CCN(C(=O)CCc3ccc(S(=O)(=O)NC(C)C)cc3)CC2)cc1
    -14%	-3%	-5%	-5%	-11%	0%	1%	-3%	8%	2%
- O=C(CN1C(=O)C2C3CCC(C3)C2C1=O)OCC(=O)c1ccccc1 (stereo not given)
    0%	2%	8%	2%	-7%	1%	1%	-2%	3%	5%
- COc1ccc2sc(N(CCCN(C)C)C(=O)c3ccc(S(=O)(=O)N(C)Cc4ccccc4)cc3)nc2c1
    -22%	-2%	0%	1%	·	·	·	0%	?	3%
- COc1ccccc1N1CCN(CC(O)COCc2cccs2)CC1 (stereo not given)
    13%	-2%	-2%	-1%	-8%	-21%	-7%	0%	12%	-4%
- O=C(Nc1nc2ccccc2[nH]1)C1CCN(S(=O)(=O)c2cccs2)CC1
    13%	2%	-3%	7%	-39%	0%	-1%	17%	5%	1%
- COc1ccc(CCN2C(=O)CC(N3CCOCC3)C2=O)cc1OC (stereo not given)
    5%	1%	-3%	-4%	-13%	-12%	15%	-2%	1%	?
- CCOc1ncccc1C(=O)N(C)CC1COc2ccccc2O1 (stereo not given)
    9%	0%	-7%	0%	-7%	-1%	2%	-1%	-2%	8%
- CC(C)Sc1nc(O)c(Cc2ccccc2)c(=O)[nH]1
    9%	-3%	-3%	1%	0%	2%	-3%	-1%	0%	8%
- CCN(CC1CCCO1)C(=O)c1cc(COc2ccc(OC)cc2Cl)on1 (stereo not given)
    37%	20%	-2%	7%	32%	6%	0%	22%	1%	?
- CCCCSc1nc(C)cc(C)c1S(=O)(=O)c1ccccc1C
    -15%	-2%	-4%	-12%	-3%	?	-5%	-8%	1%	1%
- Cc1ccccc1C(=O)NN1CCOCC1
    1%	-3%	8%	1%	5%	-15%	4%	0%	2%	6%
- Cc1cc([N+](=O)[O-])nn1CC(=O)Nc1nccs1
    -4%	-6%	-10%	-2%	-3%	-16%	·	-3%	18%	-2%
- Cc1ccccc1-n1cc(CNC(=O)CCc2nnc(CCc3ccccc3)o2)cn1
    4%	-1%	4%	-3%	-1%	3%	-6%	1%	3%	0%
- Cc1ccc2[nH]c(=O)c3cc(C(=O)NC(C)C)sc3c2c1
    0%	2%	-6%	5%	9%	-11%	10%	-12%	-2%	-2%
- CN(C(=O)Cn1nc(C(=O)O)c2ccccc2c1=O)C1(C#N)CCCCC1
    -17%	-2%	-1%	0%	·	·	·	-2%	15%	3%
- COc1cccc(CC(=O)N2CCN(c3ccccc3[N+](=O)[O-])CC2)c1
    0%	13%	2%	-6%	-23%	4%	?	-5%	2%	3%
- CCN(CC)S(=O)(=O)c1ccc(NC(=O)COC(=O)CN2C(=O)c3ccccc3C2=O)cc1
    3%	-5%	1%	0%	-6%	-2%	15%	2%	-4%	5%
- Cc1ccc(N2C(=O)CC(N3CCc4ccccc43)C2=O)cc1Cl (stereo not given)
    1%	4%	-3%	1%	-1%	-22%	-9%	0%	0%	-1%
- COCCCNC(=S)N1CCN(c2ccc([N+](=O)[O-])cc2)CC1
    0%	1%	-22%	-5%	?	-10%	?	1%	0%	4%

At a glance, some entries already given.
Values run as follows: BRCA1 expr up	Rab9 prom act	p53 reactivator	ELG1 genotox	RORgamma inh	VP16 counter	MBNL1 CUG block	NPC1 promoter act	uPA surface inh	FLuc counter
- CCN(CC)S(=O)(=O)c1ccc(NC(=O)COC(=O)CN2C(=O)c3ccccc3C2=O)cc1
    3%	-5%	1%	0%	-6%	-2%	15%	2%	-4%	5%
- Cc1ccc(N2C(=O)CC(N3CCc4ccccc43)C2=O)cc1Cl (stereo not given)
    1%	4%	-3%	1%	-1%	-22%	-9%	0%	0%	-1%
- COCCCNC(=S)N1CCN(c2ccc([N+](=O)[O-])cc2)CC1
    0%	1%	-22%	-5%	?	-10%	?	1%	0%	4%

The list continues:
Values run as follows: BRCA1 expr up	Rab9 prom act	p53 reactivator	ELG1 genotox	RORgamma inh	VP16 counter	MBNL1 CUG block	NPC1 promoter act	uPA surface inh	FLuc counter
- CCC(CC)c1nnc(NC(=O)c2ccc(N3CCCC3=O)cc2)s1
    -13%	5%	-4%	1%	-18%	-2%	-7%	1%	13%	-3%
- CCCC1CCc2[nH]nc(C(=O)NN)c2C1 (stereo not given)
    33%	1%	9%	8%	·	·	·	-4%	-8%	-16%
- CCOc1cccc2cc(C(=O)NC(C)c3ccccc3)c(=N)oc12 (stereo not given)
    16%	3%	5%	-2%	-15%	-2%	4%	0%	-6%	1%
- O=C(CN1C(=O)NC2(CCCc3ccccc32)C1=O)Nc1cccc(S(=O)(=O)N2CCCCC2)c1 (stereo not given)
    -45%	8%	-3%	-5%	?	-10%	-9%	-5%	4%	4%
- CN(Cc1ccccc1)C(=O)c1ccccc1C(=O)O
    -4%	3%	6%	0%	-22%	-2%	-3%	-1%	-2%	2%
- COc1ccc(-n2nc(C(=O)NCC(=O)NCC3CCCO3)c3ccccc3c2=O)c(OC)c1 (stereo not given)
    5%	-3%	-3%	2%	-7%	-1%	5%	-1%	8%	0%
- CC1CCCCC1NC(=O)Cn1nc(-c2ccccc2)ccc1=O (stereo not given)
    1%	-10%	-5%	2%	17%	-9%	16%	-3%	-7%	-1%
- O=C(Nc1ccccc1)Nc1ccc(Br)cc1F
    ?	?	?	14%	?	?	-2%	?	4%	?
- COc1ccc(/C=C/C(=O)NC(=S)Nc2ccc(S(N)(=O)=O)cc2)cc1
    0%	-1%	-1%	0%	-15%	-3%	·	-1%	0%	2%
- Cc1nc(-c2ccc(NC(=O)/C=C\C(=O)O)cc2)cs1
    21%	1%	-2%	11%	-30%	0%	7%	0%	-3%	9.5µM*
- COc1cccc(NC(=O)NC2CCCc3ccccc32)c1 (stereo not given)
    -4%	9%	2%	-3%	30%	-28%	-10%	2%	-5%	6%
- COc1ccc(NC(=O)c2ccc(S(=O)(=O)N3CC(C)CC(C)C3)cc2)cc1S(N)(=O)=O (stereo not given)
    3%	-5%	-3%	3%	·	·	·	-5%	-22%	-1%
- N#C/C(=C/c1ccccc1[N+](=O)[O-])c1nnc2n1CCCCC2
    -9%	-2%	14%	1%	-7%	-5%	22%	-1%	0%	-1%
- COc1ccc(CCN2CC(C(=O)NCCN3CCCC3=O)CCC2=O)cc1 (stereo not given)
    1%	-6%	-12%	-3%	-20%	-8%	0%	-7%	-2%	1%
- Cc1oc(=O)c(NC(=O)c2cccc(Cl)c2)cc1C(=O)c1ccccc1
    -31%	?	-8%	?	4.5µM*	5µM*	-1%	23%	-11%	?
- COCC1CCN(Cc2cn[nH]c2-c2cc(OC)c(OC)c(OC)c2)CC1
    -9%	-1%	-3%	-17%	?	3%	0%	-3%	2%	?
- CC(=O)N1CCCc2cc(S(=O)(=O)N3CCCC(C(=O)Nc4cc(C)ccc4C)C3)ccc21 (stereo not given)
    -11%	-4%	-11%	-6%	-4%	-2%	-2%	-7%	-1%	0%
- COc1ccc(NC(=O)CCC(=O)OCc2ccc(Br)cc2)cc1
    -1%	-4%	-3%	0%	-9%	-13%	-4%	-1%	4%	0%
- COc1ccc(CNC(=O)C2CCCN(c3nc4ccccc4o3)C2)c(OC)c1 (stereo not given)
    -17%	0%	-3%	0%	-2%	0%	2%	-5%	·	-13%
- Cc1ccc(Cn2c(=O)n(C)c(=O)c3sccc32)cc1
    -38%	-10%	·	?	?	?	33%[activator]	-10%	-5%	2%
- COc1ccccc1-n1c(SCC(=O)O)nc2c(sc(=S)n2-c2ccc(C)c(C)c2)c1=O
    -4%	1%	-2%	0%	7%	2%	14%	-2%	3%	-3%

The order is random; 13% or so of the library scored in one or more.
